Screening results as filed in PubChem BioAssay.
mABHD4 FP = ABHD4 inhibitors, primary screen, biochemical, fluorescence polarization, mouse | (Lyso)-N-acylphosphatidylethanolamine lipase (Mus musculus), Q8VD66 | purified mABHD4, FP-Rh probe fluorescence polarization | inhibition, % at 8.92 µM | hit rate 0.54% among 370,000 | AID 720543, 2013;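 active = inhibition exceeding the mean over every tested compound plus 3 SD, cut at about 30% in these data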;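 also: 0% = plate median of compound wells and 100% = S159A mutant with DMSO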
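Test system: mABHD4 protein; Read-out basis: % inhibition; Incubation: 45 min + 60 min at 25 °C; Repeats: single replicate; Technique: fluorescence polarization with parallel and perpendicular emission, 525/598 nm; Compound: 8.92 µM, single dose; Benchmarks: full inhibition S159A mutant plus DMSO, zero as sample-well median.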
Tn7 DDE FP = inhibitors of Tn7 peptide binding to fibrin DD(E), primary screen, biochemical, fluorescence polarization, human fibrin, Tn7 probe | inhibition, % at 8.3 µM | Fibrinogen beta chain (Homo sapiens), P02675 | FP displacement of FITC-Tn7 peptide from fibrin DD(E); 0% = median of compound wells per plate | hit rate 0.13% among 370,000;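 active = inhibition above the mean of compounds falling within the control limits plus 3 SD of them, cut at about 14% in these data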;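 also: 0% = plate median of compound wells and 100% = 10 µM Aha-Tn7 peptide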
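Also added: labelled Tn7 tracer, 0.1 µM; Assay system: human fibrin DD(E) protein; Amount: 2 µM fibrin DD(E); Schedule: 10 min compound pre-incubation, 3 h probe incubation at room temperature; Repeats: one replicate per compound; Read-out basis: percent inhibition; Measured by: fluorescence polarization of the labelled Tn7 tracer.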
PG9 Ab binder = binders of HIV-1 gp120 antibody PG9, primary screen, biochemical, TR-FRET | HIV-1 gp120 / PG9 antibody interaction | TR-FRET gp120-PG9 antibody binding | inhibition, % at 6.7 µM | hit rate 0.43% among 360,000; in the data active = inhibition above about 8.5%
HTRA1 inhibitor = HTRA1 serine protease inhibitors, primary screen, biochemical, fluorescence polarization, HTS; recombinant HTRA1, FP-rhodamine activity-based probe; hit rate 0.5% among 340,000; AID 504803, 2011; inhibition, % at 5.96 µM; in the data active = inhibition above about 36%;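 also: 0% = enzyme with DMSO and 100% = wells lacking enzyme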
UHRF1 binding = UHRF1 methylated DNA binding inhibitors, primary screen, counter-screen for MBD2 inhibitor project, biochemical, TR-FRET, human UHRF1, single concentration | UHRF1 binding to methylated oligo | inhibition, % at 4.4 µM | hit rate 0.75% among 370,000 | E3 ubiquitin-protein ligase UHRF1 (Homo sapiens), Q96T88; in the data active = inhibition above about 21%;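 also: UHRF1 SRA domain binding a hemimethylated CpG hairpin DNA probe; 0% = median of test compound wells and 100% = reference inhibitor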
PRMT1 inh = PRMT1 methyltransferase inhibitors, primary screen, biochemical, fluorescence polarization; inhibition, % at 2.79 µM; AID 652257, 2013; Protein arginine N-methyltransferase 1 (Homo sapiens), Q99873; hit rate 1.3% among 370,000; recombinant PRMT1, activity-based probe fluorescence polarization;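 active = inhibition above about 21% made by adding two undisclosed values, limit read from the data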
Target sequence (Q99873 whole entry, looked up): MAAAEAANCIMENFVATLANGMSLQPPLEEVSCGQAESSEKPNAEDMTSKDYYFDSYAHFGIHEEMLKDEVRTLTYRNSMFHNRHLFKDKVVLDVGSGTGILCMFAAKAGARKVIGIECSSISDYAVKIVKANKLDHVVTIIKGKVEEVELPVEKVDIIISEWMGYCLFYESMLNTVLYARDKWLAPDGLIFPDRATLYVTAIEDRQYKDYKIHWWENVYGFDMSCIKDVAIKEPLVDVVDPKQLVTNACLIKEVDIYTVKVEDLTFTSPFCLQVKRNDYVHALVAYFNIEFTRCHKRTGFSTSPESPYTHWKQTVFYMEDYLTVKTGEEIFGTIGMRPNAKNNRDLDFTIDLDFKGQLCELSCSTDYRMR
TCR CD3 inh = inhibitors of human TCR-CD3 interaction, primary screen, biochemical, fluorescence, TAMRA-labeled TCR probe; inhibition, % at 9.4 µM; T-cell receptor (TCR); hit rate 0.37% among 360,000; in the data active = inhibition above about 19%;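 also: recombinant mutant TCR 2C K166C tagged with TAMRA read by polarization; 0% = receptor in buffer alone and 100% = receptor with positive control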
SIAE inh = human SIAE inhibitors, primary screen, biochemical, fluorescence polarization, FP-Rh probe, 1536-well HTS | Sialate O-acetylesterase (Homo sapiens), Q9HAT2 | SIAE FP-Rh probe binding | inhibition, % at 9.66 µM | hit rate 0.69% among 370,000;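 active = inhibition above a cutoff: mean of compounds within the control limits plus 3 SD of those, cut at about 17% in these data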;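 also: 0% = plate median of compound wells and 100% = probe without SIAE protein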
TDP2 inh = human TDP2 enzyme inhibitors, primary screen, biochemical, epi absorbance, recombinant enzyme. inhibition, % at 12.8 µM. Tyrosyl-DNA phosphodiesterase 2 (Homo sapiens), O95551. T5PNP hydrolysis, p-nitrophenol absorbance 415 nm. AID 720702, 2013. hit rate 0.34% among 370,000;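 active = inhibition above the mean of all tested compounds plus 3 SD, set per campaign, cut at about 25% in these data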;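 also: 0% = DMSO with enzyme and 100% = buffer with substrate but no TDP2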
Target sequence (O95551 whole entry, looked up): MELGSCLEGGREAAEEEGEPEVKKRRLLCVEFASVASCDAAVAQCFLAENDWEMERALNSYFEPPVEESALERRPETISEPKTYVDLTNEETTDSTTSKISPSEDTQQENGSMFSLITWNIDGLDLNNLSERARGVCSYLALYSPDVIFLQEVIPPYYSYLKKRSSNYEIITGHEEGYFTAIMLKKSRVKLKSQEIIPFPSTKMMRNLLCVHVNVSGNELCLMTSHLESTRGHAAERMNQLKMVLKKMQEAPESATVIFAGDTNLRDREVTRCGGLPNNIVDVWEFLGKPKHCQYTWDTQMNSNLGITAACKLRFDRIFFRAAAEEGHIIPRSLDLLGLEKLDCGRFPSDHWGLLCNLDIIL
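Material: recombinant human TDP2; quantity: TDP2 enzyme at 120 nM final; medium: Tris-HCl pH 7.5 with MgCl2; compound: single concentration, 12.8 µM nominal, with 1% DMSO; incubation: 2 h enzyme incubation at 37 °C; signal: epi absorbance; measure: percent inhibition; benchmarks: high control without enzyme, low control DMSO plus TDP2; repeats: singlicate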
LEDGF integ inh = blockers of LEDGF/p75-dependent integrase strand transfer – biochemical, TR-FRET, high throughput, primary screen | inhibition, % at 3.7 µM | hit rate 0.64% among 370,000 | AID 743269, 2014 | TR-FRET IN-LEDGF/p75 DNA integration, Eu/Cy5 | HIV-1 integrase (with human LEDGF/p75);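 active = inhibition above the screen-wide mean plus 3 SD, cut at about 13% in these data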;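 also: signal is the Cy5 over europium emission ratio at 671 and 618 nm; 0% = plate median of compound wells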
* = called active by the depositor; x = no result given.

SMILES	mABHD4 FP	Tn7 DDE FP	PG9 Ab binder	HTRA1 inhibitor	UHRF1 binding	PRMT1 inh	TCR CD3 inh	SIAE inh	TDP2 inh	LEDGF integ inh
CCCCCc1c(-c2ccc(Cl)cc2)ncn1CCc1ccccc1OC	4	-2	-0.1	x	2	-1	10	-6	-3	6
COc1ccc(OC)c(S(=O)(=O)NCc2ccc(N3CCN(C)CC3)cc2)c1	7	-2	0.7	5	1	0	5	3	-6	0
O=C1C2CC=CCC2C(=O)N1c1n[nH]c(Cc2ccccc2)n1 (configuration not stated)	-9	4	0.7	4	5	5	-3	-3	-16	0
COc1nc(N(C)S(=O)(=O)c2ccc(C)cc2)nc(C)c1Cl	5	-1	2.8	-4	-2	-2	-6	-10	5	3
O=C(Cc1nc2ccccc2[nH]1)N/N=C/c1ccccc1	5	-9	-0.8	-18	-4	0	-4	-6	-5	-3
Cc1nn(CC(=O)Nc2ccc3c(c2)nc2n3CCOC2)c(=O)c2ccccc12	8	7	-1.0	-1	0	2	3	5	-4	-3
O=S(=O)(c1ccc(F)cc1)N1CCN(CCOc2ccccc2)CC1	2	1	2.2	-4	5	3	-8	-1	-4	-3
CCN(CC)C(=O)C1(P(=O)(c2ccccc2)c2ccccc2)CCC1	7	5	0.4	x	1	3	0	-7	2	-2
CCc1ccc2c(c1)NC(=O)C2(C)Cc1ccc(C(F)(F)F)o1 (configuration not stated)	-7	-10	-1.7	x	1	0	1	-4	-12	4
Cc1cc(C)n2ncc(/C(N)=N/OC(=O)c3ccccc3F)c2n1	-4	-1	-2.0	0	6	-5	-7	10	-14	0
O=C(O)C1CCN(c2ccc(S(=O)(=O)N3CCC(C(=O)O)CC3)cc2[N+](=O)[O-])CC1	1	4	0.4	-1	0	-2	1	0	0	1
COc1cc(NC(=S)NN2CCN(C)CC2)cc(OC)c1OC	5	-1	-2.0	9	-1	-2	8	1	2	1
CCOc1ccc(OCCOCCOc2c(Cl)cccc2Cl)cc1	-3	11	-2.9	-12	0	0	3	8	9	-3
O=C(O)CCc1ccc(-c2cccs2)n1CCc1ccccc1	-2	-1	0.6	-17	2	8	-4	4	7	-2
CC(C)(C)OC(=O)N1CCN(C(=O)c2ncn3c2c(=O)[nH]c2ccccc23)CC1	2	3	-1.4	0	-1	-2	-5	8	-5	-1
O=c1oc2ccccc2cc1-c1nc2c(s1)CCc1ccccc1-2	-2	2	5.8	-27	-1	2	4	6	-5	0
CCn1c(SCC(=O)O)nnc1-c1ccc(S(=O)(=O)N2CCCC2)cc1	-6	7	2.7	0	4	4	-4	-2	0	-1
O=[N+]([O-])c1ccc(N/N=C/c2c[nH]c3ccccc23)c(S(=O)(=O)Nc2ccc(Cl)cc2)c1	9	0	-0.8	4	2	1	4	8	15	-1
O=C(c1ccco1)N(Cc1nc2ccccc2c(=O)[nH]1)C1CCCC1	9	2	-0.8	0	-3	-1	-6	0	12	4
COc1ccccc1-c1cnn2c(NCCc3ccccc3)cc(C)nc12	8	5	-1.2	4	-1	-2	4	4	7	1
Cn1c(Cn2c(=O)sc3ccccc32)nnc1SCc1cccnc1	-4	-1	-0.5	5	0	-10	3	-2	-2	2
COCCNCC(=O)C12CC3CC(CC(C3)C1)C2	-3	3	-1.7	-2	2	-3	-3	-2	-7	-4
O=C(NNC(=O)c1ccccc1F)c1ccc(S(=O)(=O)N2CCCC2)cc1	6	2	0.2	1	1	-6	1	-2	5	3
CN(CCc1cnn(C)c1)Cc1nc(CC2CC2)no1	1	-7	-2.2	4	-2	-3	2	-5	13	4
O=C(Nc1ccc(N2CCN(C(=O)c3ccccc3F)CC2)cc1)c1ncn[nH]1	1	-4	-3.4	5	6	-2	8	2	-4	1

A different layout for 6 compounds above.
The line under a structure holds: mABHD4 FP | Tn7 DDE FP | PG9 Ab binder | HTRA1 inhibitor | UHRF1 binding | PRMT1 inh | TCR CD3 inh | SIAE inh | TDP2 inh | LEDGF integ inh
CCOc1ccc(OCCOCCOc2c(Cl)cccc2Cl)cc1
    -3 | 11 | -2.9 | -12 | 0 | 0 | 3 | 8 | 9 | -3
O=C(O)CCc1ccc(-c2cccs2)n1CCc1ccccc1
    -2 | -1 | 0.6 | -17 | 2 | 8 | -4 | 4 | 7 | -2
CC(C)(C)OC(=O)N1CCN(C(=O)c2ncn3c2c(=O)[nH]c2ccccc23)CC1
    2 | 3 | -1.4 | 0 | -1 | -2 | -5 | 8 | -5 | -1
O=c1oc2ccccc2cc1-c1nc2c(s1)CCc1ccccc1-2
    -2 | 2 | 5.8 | -27 | -1 | 2 | 4 | 6 | -5 | 0
CCn1c(SCC(=O)O)nnc1-c1ccc(S(=O)(=O)N2CCCC2)cc1
    -6 | 7 | 2.7 | 0 | 4 | 4 | -4 | -2 | 0 | -1
O=[N+]([O-])c1ccc(N/N=C/c2c[nH]c3ccccc23)c(S(=O)(=O)Nc2ccc(Cl)cc2)c1
    9 | 0 | -0.8 | 4 | 2 | 1 | 4 | 8 | 15 | -1

Entries of single compounds, quoted from the list. Screens in order: mABHD4 FP, Tn7 DDE FP, PG9 Ab binder, HTRA1 inhibitor, UHRF1 binding, PRMT1 inh, TCR CD3 inh, SIAE inh, TDP2 inh, LEDGF integ inh
`Cc1nn(CC(=O)Nc2ccc3c(c2)nc2n3CCOC2)c(=O)c2ccccc12` reads 8, 7, -1.0, -1, 0, 2, 3, 5, -4, -3
`O=C1C2CC=CCC2C(=O)N1c1n[nH]c(Cc2ccccc2)n1` (configuration not stated) reads -9, 4, 0.7, 4, 5, 5, -3, -3, -16, 0
`CCCCCc1c(-c2ccc(Cl)cc2)ncn1CCc1ccccc1OC` reads 4, -2, -0.1, x, 2, -1, 10, -6, -3, 6

(list continues)
SMILES	mABHD4 FP	Tn7 DDE FP	PG9 Ab binder	HTRA1 inhibitor	UHRF1 binding	PRMT1 inh	TCR CD3 inh	SIAE inh	TDP2 inh	LEDGF integ inh
CCOC(=O)C1CCC(CN(Cc2ccccc2)S(=O)(=O)c2ccc([N+](=O)[O-])cc2)CC1 (configuration not stated)	-11	2	-0.5	2	8	1	-4	2	-3	-2
CC1(c2nnc(-c3ccccc3)o2)CC(c2ccc(F)cc2)=NO1 (configuration not stated)	-1	-1	-0.2	-11	-4	-1	2	8	-4	-3
CC(=O)N1N=C(c2cccc(NS(=O)(=O)c3ccc(C)cc3)c2)CC1c1ccco1 (configuration not stated)	-7	6	-1.1	-14	3	3	-1	-13	8	0
Cc1ccc(C)c(NC(=S)N=Nc2c(O)n(C)c3ccc(S(=O)(=O)N4CCOCC4)cc23)c1	9	-5	-3.0	6	-2	2	6	4	11	1
CCC(=O)N1c2ccccc2NC2=C(C(=O)CC(C)(C)C2)C1c1cccnc1 (configuration not stated)	-3	-14	-2.0	3	-1	-2	-2	0	-1	4
CC(C)(C)c1cc(C(=O)CCN2CCOCC2)cc(C(C)(C)C)c1O	-13	3	-2.2	-26	4	36*	5	-11	-25	4
Cc1ccc(S(=O)(=O)Cc2ccc(C(=O)N3CCCCC3C)cc2)cc1 (configuration not stated)	9	-4	-1.3	6	1	3	6	-4	-16	5
Cc1ccccc1Nc1nc(N)nc(CSc2nnc3ccccn23)n1	-1	8	0.3	2	-2	-1	-6	-5	5	-3
Cc1c([N+](=O)[O-])cc(C(=O)Oc2ccc(Br)cc2C(=S)N2CCCCC2)cc1[N+](=O)[O-]	4	2	0.2	0	7	13	-6	-4	-9	-2
Cc1ccccc1-c1nc(CN2CCC(C(=O)N3CCC(C(N)=O)CC3)CC2)c(C)o1	7	-3	-1.8	2	-3	-4	7	-5	3	-3
COc1ccc2[nH]c(C)c(CCNC(=S)Nc3ccc(C)cc3)c2c1	4	5	-3.5	1	-1	-2	9	15	11	0
COc1ccccc1CNC(=O)c1ccc(S(=O)(=O)N(C)c2ccccc2)cc1	-8	0	-1.1	-15	-1	-1	-1	-3	1	1
Cc1nn(Cc2ccc(Cl)c(Cl)c2)c(C)c1NC(=O)c1cn(-c2ccccc2)nc1-c1ccccc1	-2	5	-1.2	-11	3	-2	5	-25	7	1
CC(C)Oc1ccc(CN2CCC2(C)C(=O)Nc2cnc3ccccc3c2)cc1 (configuration not stated)	-3	0	-0.9	x	1	-4	-6	2	1	-2
O=C(O)C1=C[C@@H](c2ccc(C(F)(F)F)cc2)C[C@@H](OCCCCO)O1	3	-5	-1.1	-11	-1	-2	-2	-1	8	4
Cc1[nH]nc2c1C(c1ccc(N(C)C)cc1)C1=C(CC(C)(C)CC1=O)N2 (configuration not stated)	5	1	-0.6	11	20	1	-5	13	9	-3

Random excerpt: two records from the list
SMILES	mABHD4 FP	Tn7 DDE FP	PG9 Ab binder	HTRA1 inhibitor	UHRF1 binding	PRMT1 inh	TCR CD3 inh	SIAE inh	TDP2 inh	LEDGF integ inh
Cc1ccc(S(=O)(=O)Cc2ccc(C(=O)N3CCCCC3C)cc2)cc1 (configuration not stated)	9	-4	-1.3	6	1	3	6	-4	-16	5
Cc1ccccc1Nc1nc(N)nc(CSc2nnc3ccccn23)n1	-1	8	0.3	2	-2	-1	-6	-5	5	-3
